LAP4 TOR yeast: alters LAP4-GFP fluorescence in TOR pathway yeast screen. actives 0.34% (n = 320,000). GFP response vs DMSO, % at 10 µM. S. cerevisiae LAP4-GFP multiplex, flow cytometry GFP, 3 h; median GFP as percent of DMSO wells;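 active = GFP response vs DMSO above a set limit, about the screen mean plus 3 SD, cut at about 150% in these data; inconclusive = under 70 cell events counted for the yeast strain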
AGP1-GFP MLPCN: modulators of TOR pathway AGP1-GFP in S. cerevisiae | AID 2066 | S. cerevisiae AGP1-GFP multiplex flow cytometry, 3 h; GFP as percent of DMSO wells | actives 0.02% (n = 320,000) | GFP response vs DMSO, % at 10 µM;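 active = GFP response relative to DMSO above a set limit, near screen average plus 3 SD, cut at about 150% in these data; inconclusive = fewer than 70 cells counted for the yeast strain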;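 also: median GFP channel fluorescence of the gated AGP1 strain per well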
MEP2-GFP yeast: modulators of TOR pathway MEP2-GFP in S. cerevisiae | S. cerevisiae MEP2-GFP strain, flow cytometry GFP, 3 h; 100% = DMSO control level | GFP response vs DMSO, % at 10 µM | actives 0.51% (n = 330,000);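 active = GFP response versus DMSO above a set limit, roughly screen mean plus 3 SD, cut at about 180% in these data; inconclusive = fewer than 70 cells counted for a yeast strain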;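 also: median GFP fluorescence of the barcode-gated MEP2-GFP cells per well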
AHR activator: activates the human aryl hydrocarbon receptor; activation, % at 5 µM; P35869; AHR-responsive luciferase reporter cells, luminescence; actives 2.5% (n = 320,000); in the data active = activation above about 47%;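 also: 0% = vehicle wells and 100% = reference agonist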
Target sequence (P35869 whole entry, looked up): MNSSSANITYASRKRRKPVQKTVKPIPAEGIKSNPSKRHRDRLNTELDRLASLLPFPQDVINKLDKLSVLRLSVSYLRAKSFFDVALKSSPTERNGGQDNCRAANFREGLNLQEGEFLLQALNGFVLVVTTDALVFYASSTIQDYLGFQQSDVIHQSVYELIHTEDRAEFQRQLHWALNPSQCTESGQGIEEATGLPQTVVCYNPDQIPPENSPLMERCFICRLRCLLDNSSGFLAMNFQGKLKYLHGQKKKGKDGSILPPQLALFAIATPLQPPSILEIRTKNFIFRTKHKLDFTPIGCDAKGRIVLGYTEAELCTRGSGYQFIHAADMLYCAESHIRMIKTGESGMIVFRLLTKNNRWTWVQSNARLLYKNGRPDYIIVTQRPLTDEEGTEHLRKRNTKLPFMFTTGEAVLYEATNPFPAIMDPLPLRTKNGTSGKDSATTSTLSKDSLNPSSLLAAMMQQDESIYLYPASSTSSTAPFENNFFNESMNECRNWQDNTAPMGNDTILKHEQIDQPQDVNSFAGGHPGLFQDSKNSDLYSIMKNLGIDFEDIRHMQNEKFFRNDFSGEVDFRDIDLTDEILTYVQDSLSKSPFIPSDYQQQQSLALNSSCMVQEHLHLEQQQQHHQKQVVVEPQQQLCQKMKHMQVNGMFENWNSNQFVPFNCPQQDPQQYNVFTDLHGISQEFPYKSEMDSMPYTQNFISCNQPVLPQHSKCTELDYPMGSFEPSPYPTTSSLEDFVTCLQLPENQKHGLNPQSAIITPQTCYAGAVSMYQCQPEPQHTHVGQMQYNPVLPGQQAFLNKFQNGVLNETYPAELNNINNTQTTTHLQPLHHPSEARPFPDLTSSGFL
CIT2 TOR yeast: alters CIT2-GFP fluorescence in TOR pathway yeast screen. S. cerevisiae CIT2-GFP strain, flow cytometry, 3 h; 100 means same as DMSO wells. GFP response vs DMSO, % at 10 µM. actives 0.065% (n = 320,000);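 active = GFP response relative to DMSO above a set limit, near the screen mean plus 3 SD, cut at about 150% in these data; inconclusive = Fewer than 70 cells measured for a yeast strain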;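 also: ratio of well median GFP fluorescence to mean of DMSO wells on the plate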
CR mimetic SO: caloric restriction mimetics inhibiting age-related superoxide in yeast | S. cerevisiae aged cells, superoxide DHE fluorescence; stronger effect = lower value | actives 0.18% (n = 330,000) | superoxide response (% of plate mean), % at 10 µM | AID 2690;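 active = superoxide response under a set limit, about three screen SD below normal, cut at about 65% in these data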;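 also: yeast aged for seven days with compound at 30 °C before DHE staining; 100% = average MFI of all compound-treated wells on the plate with controls excluded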
Efflux pump mplx: antifungal efflux pump inhibition, Nile Red retention; inhibition, % at 10 µM; actives 0.44% (n = 330,000); S. cerevisiae Candida pump triplex;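 active = plate passing quality check with inhibition over a set limit, or well fluorescence over plate mean plus 4 SD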;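 also: Nile Red retained in pooled yeast measured as flow cytometry median fluorescence; 0% = buffer negative control and 100% = Enniatin B positive control; higher means more Nile Red kept so more efflux inhibition; some compounds called inactive have numbers as strong as hits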
RPL19A TOR yeast: alters RPL19A-GFP fluorescence in TOR pathway yeast screen | S. cerevisiae RPL19A-GFP strain, flow cytometry, 3 h; stronger effect = lower value | percent response vs DMSO, % at 10 µM | actives 0.3% (n = 330,000);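 active = percent response vs DMSO below 50%; inconclusive = fewer than 70 events counted for the yeast strain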;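 also: median channel GFP fluorescence of the barcoded RPL19A-GFP strain; ratio of sample median GFP to plate DMSO average so 100% = DMSO; lower means less RPL19A-GFP as with rapamycin TOR inhibition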
Numbers without * were called inactive; ? = inconclusive; nt = no result given; [ ] = dose if it differs, or a comment.

Below each compound: AHR activator	AGP1-GFP MLPCN	Efflux pump mplx	CR mimetic SO	CIT2 TOR yeast	MEP2-GFP yeast	RPL19A TOR yeast	LAP4 TOR yeast
Cn1c(=O)c2cc(S(=O)(=O)NC(C(=O)Nc3cccnc3)c3ccccc3)ccc2n(C)c1=O (configuration not stated)
    -3	103	-0.1	89	101	101	106	94
O=C(O)c1ccc(/C=N/NC(=S)NC2CCCCC2)cc1
    -3	105	-0.1	107	95	110	99	111
COc1ccc(S(=O)(=O)N(CC(=O)O)c2ccccn2)cc1
    4	93	0.1	100	88	93	94	89
Cc1cc(C)n(CC(=O)NC2CCCc3c2cnn3-c2ccccc2F)n1 (configuration not stated)
    6	99	-0.1	78	96	103	100	94
c1coc(CNc2ncnc3ccccc23)c1
    1	100	0.0	107	96	103	106	104
Cn1c(-c2ccccc2O)cc2ccccc21
    5	101	0.2*	83	94	100	100	100
CN(C)c1nc(NC(C)(C)C)nc(SCC(=O)Nc2ccccc2)n1
    16	98	-0.1	92	102	100	95	107
COc1cc(S(=O)(=O)NCc2ccccc2)ccc1F
    1	107	0.2	108	104	114	104	107
CC(=O)N1CCN(c2ccc(N)cc2)CC1
    -2	104	-0.1	93	104	100	98	102
CN(CC(=O)NCc1ccc(F)cc1)S(=O)(=O)c1ccc2c(c1)c(=O)n(C)c(=O)n2C
    -2	100	-0.2	117	102	99	100	89
Cc1c(C(=O)Nc2ccccc2Cl)oc2ccc(S(=O)(=O)N3CCC4(CC3)OCCO4)cc12
    -3	91	1.2	96	98	98	nt	95
O=C(O)c1cc(S(=O)(=O)N2CCCc3ccccc32)ccc1Cl
    nt	99	-0.1	99	96	104	103	88
CC(=O)c1ccc2noc(-c3ccc(C)cc3)c2c1
    9	84	-0.1	100	92	85	89	94
COCCNC(=O)C1(S(=O)(=O)c2ccccc2)CC=CC1
    0	101	-0.2	100	96	102	103	99
CC1CCN(C(=S)NC(=O)c2cccs2)CC1
    -3	99	0.3	91	99	99	102	99

Only CR mimetic SO and RPL19A TOR yeast (two entries from above):
compound,CR mimetic SO,RPL19A TOR yeast
Cn1c(=O)c2cc(S(=O)(=O)NC(C(=O)Nc3cccnc3)c3ccccc3)ccc2n(C)c1=O (configuration not stated),89,106
O=C(O)c1ccc(/C=N/NC(=S)NC2CCCCC2)cc1,107,99

Carrying on.
Below each compound: AHR activator	AGP1-GFP MLPCN	Efflux pump mplx	CR mimetic SO	CIT2 TOR yeast	MEP2-GFP yeast	RPL19A TOR yeast	LAP4 TOR yeast
O=C1C=C(c2ccc(OC(F)(F)F)cc2)C[C@@H](c2ccc(Cl)cc2)C1
    1	105	0.3	95	96	97	104	109
CC(C)=CCN1CCNC(=O)C1CC(=O)NCc1nc(C)c(C)s1 (configuration not stated)
    1	104	0.2	91	101	99	97	100
COc1ccc(C(=O)Nc2cccc(OC(=O)c3ccc(C)c(C)c3)c2)cc1
    7	103	0.0	95	111	101	97	104
CCCCOc1ccc(NC(=O)CSc2cccc3cccnc23)cc1
    7	99	0.0	91	87	112	115	114
CC12CCC(C/C1=N\N=C1\NC(=O)/C(=C\c3ccc(Cl)cc3)S1)C2(C)C (configuration not stated)
    2	95	-0.1	119	93	91	103	93
O=C(NCCN1C(=O)S/C(=C\c2cccnc2)C1=O)c1ccc([N+](=O)[O-])s1
    6	99	0.0	114	98	98	99	98
O=S1(=O)NC2c3ccccc3CC2O1 (configuration not stated)
    20	84	0.2	105	95	90	96	120
Cc1cccc(C(=O)OCC(=O)NCCNC(=O)COC(=O)c2cccc(C)c2C)c1C
    3	101	0.1	92	102	106	105	96
CCCCN=C1NN=C(c2ccc(C)c(C)c2)CS1
    11	107	0.8	91	99	104	94	100
COC(=O)C1CCN(CC(=O)NC(=O)Nc2ccccc2F)CC1
    5	95	0.2	102	96	97	95	94
CCOCCCNC(=O)c1cccs1
    -1	nt	0.0	99	92	112	96	89
CCn1c(SCC(=O)N2CCOCC2)nc2ccccc21
    1	99	0.0	114	92	97	94	102
O=Cc1cn(CC(=O)Nc2ccc(F)cc2)c2ccccc12
    -4	98	-0.4	75	96	94	97	91
COn1c(SCC(N)=O)nc2ccccc2c1=O
    -2	nt	-0.2	104	111	106	105	117
COc1cc(/C=N/Nc2ccc(S(N)(=O)=O)cc2[N+](=O)[O-])cc(OC)c1O
    3	102	-0.1	108	115	99	102	99
O=C(Nc1cccc(Br)c1)c1cccc(OC(=S)N2CCOCC2)c1
    3	96	-0.1	115	103	105	101	99
CC(C(=O)Nc1ccccc1)N1CCN(c2ccccn2)CC1 (configuration not stated)
    1	99	-0.2	103	104	104	100	90
CCCc1nc2c(sc3nc4c(cc32)COC(C)(C)C4)c(=O)n1CCN(CC)CC
    1	107	0.3	97	101	104	100	110
CCc1ccc(-c2cc(-c3n[nH]c(=S)n3CC)c3ccccc3n2)cc1
    13	97	0.3	110	85	90	97	92
COC(=O)C1CCN(C(=O)c2cc(OC)c(OC)c(OC)c2)CC1
    2	95	0.0	85	108	96	96	87
COc1ccc2c(c1)-c1c(ssc1=S)C(C)(C)N2S(=O)(=O)c1ccc(C)cc1
    5	98	-0.7	99	100	103	103	92
Fc1ccccc1C(c1nnnn1C1CCCC1)N1CCN(Cc2ccccc2)CC1 (configuration not stated)
    3	nt	0.1	118	96	86	96	87
Cc1c(CN(C)C(=O)c2sc3cc(Cl)ccc3c2Cl)cnn1C
    0	nt	-0.1	83	93	83	92	86
COc1ccc(NC(C)C(=O)N/N=C/c2ccccc2OCc2ccc(Br)cc2)cc1 (configuration not stated)
    18	101	-0.1	93	102	105	101	102
CN(C)S(=O)(=O)c1ccc2nc(NC(=O)c3cccs3)sc2c1
    6	88	0.2	97	100	101	96	99
Cc1ccc(C(=O)NCC(=O)Nc2ccc(C)c(S(=O)(=O)Nc3ccc(Cl)cc3)c2)s1
    9	99	0.1	102	102	116	102	105
Cc1ccc(-n2c(-c3ccco3)n[nH]c2=S)cc1
    -1	102	-0.1	92	97	101	98	106
Cc1ccc(C(=O)Nc2ccc(Br)c(C(F)(F)F)c2)cc1
    -3	93	-0.1	108	95	102	99	94
CC(=O)N(Cc1ccc(Br)cc1)c1cccc(C)c1C
    2	96	-0.1	104	98	99	99	126
O=C(COc1ccc([N+](=O)[O-])cc1)Nc1cccc(C(=O)Nc2ccccc2C(=O)O)c1
    -3	96	-3.7	nt	99	91	95	96
COc1ccc(C)cc1-n1c(-c2ccncc2)n[nH]c1=S
    3	110	0.0	106	95	103	101	107
CC(=O)Nc1ccc(NC(=O)C(C)OC(=O)c2ccccc2C(=O)c2ccc(Cl)c([N+](=O)[O-])c2)cc1 (configuration not stated)
    -1	101	-0.6	98	95	68	99	88
Cc1cccc(C)c1NC(=O)CS(=O)CC(=O)NCCCc1ccccc1 (configuration not stated)
    0	105	0.0	88	101	104	98	100
CCOC(=O)C1(C)/C(=N/Nc2ccccc2)C(=O)C(=O)N1c1ccccc1 (configuration not stated)
    2	nt	-0.1	102	99	97	100	97
CN(C)S(=O)(=O)c1ccc(NC(=O)CN2CCOCC2)cc1
    6	102	0.1	112	83	98	96	101
Cn1c(=O)c(=O)n(C)c2cc(S(=O)(=O)CCC(=O)Nc3ccc(F)cc3)ccc21
    5	95	0.0	103	98	89	94	95
CCCCCn1c(SCc2cccc(C)c2)nc2c1c(=O)[nH]c(=O)n2C
    4	101	0.3	106	92	105	98	105
CCOC(=O)c1[nH]c(C(=O)O)c(OC(=O)CC)c1C
    1	96	-0.1	96	92	95	87	nt
O=C(NCCc1ccccc1)C1CCN(C2CCN(Cc3ccc(CO)o3)CC2)CC1
    5	112	-0.1	100	101	113	107	106
COc1ccc(-c2nnc(SC)nc2-c2ccc(OC)c([N+](=O)[O-])c2)cc1[N+](=O)[O-]
    1	101	-0.2	102	90	94	96	113
CC(=O)c1ccc(N2CCN(C(=O)C3CCCN3S(=O)(=O)c3cccc4nsnc34)CC2)cc1 (configuration not stated)
    1	98	0.2	100	99	94	96	94
CCC(=O)c1cn(CC(=O)Nc2ccc(OC)cc2)c2ccccc12
    3	107	0.2	116	100	99	100	109
Cc1noc(C(F)(F)F)c1C(=O)NNC(=O)c1ccccc1
    -2	111	0.0	107	111	112	107	113
CCN1CCCC(Sc2nc3c([nH]2)c(=S)n(C)c(=O)n3C)C1 (configuration not stated)
    8	102	-0.1	86	105	112	100	104
Cc1c(O)nc(SCC(=O)Nc2ccc3c4c(cccc24)CC3)n(-c2ccccc2)c1=O
    24	102	-0.5	94	106	101	100	95
O=C(NCC1CCCO1)c1ccccc1NS(=O)(=O)c1ccc(F)cc1 (configuration not stated)
    0	94	0.5	108	89	94	97	97
COC(=O)c1ccccc1NC(=O)CSc1n[nH]c(C)n1
    0	93	-0.1	97	94	101	93	93
CCN(CC)CCCNC(=O)Cc1c(C(=O)O)n(C)c2ccccc12
    3	94	0.4	105	90	93	95	91
COc1ccc(NC(=O)CC23CC4CC(C2)CC(n2nnc(C)n2)(C4)C3)cc1
    7	106	-0.1	94	95	104	101	96
COc1cc(S(=O)(=O)N2CCN(Cc3cccs3)CC2)ccc1NC(C)=O
    -1	96	-0.1	109	96	98	95	97
COc1ccc(-c2nsc3c(N4CCCCC4C)ncnc23)cc1 (configuration not stated)
    -9	97	0.0	109	92	95	105	110
CN1CCN(CCCCC(=O)c2ccccc2)CC1
    -1	102	0.0	98	100	97	99	97
CCOC(=O)N/N=C/c1cc(C)n(-c2ccccc2)c1C
    20	97	0.1	93	101	105	104	91
COC(=O)c1ccccc1SC1CC(=O)N(c2ccccc2)C1=O (configuration not stated)
    7	105	-0.1	79	111	115	106	101
CC(=O)C(Cc1ccccc1)NC(=O)CN1c2cccc3cccc(c23)S1(=O)=O (configuration not stated)
    1	94	0.1	84	93	94	93	87
Cc1nc(-c2cccs2)sc1C(=O)O
    1	103	0.1	109	101	107	100	106
Cc1nnc(-c2cnn(-c3ccccc3)c2N)n1Cc1cccc(C(F)(F)F)c1
    9	94	-0.1	118	90	94	93	90
N#C/C(=C\c1cccnc1)c1ccccn1
    -2	102	0.1	107	102	104	104	93
COc1ccc(-c2nnc3ccc(SCC(N)=O)nn23)cc1OC
    4	93	-0.2	98	103	101	95	97
O=C(NCc1ccco1)C1CCCN1C(=O)Nc1ccccc1 (configuration not stated)
    1	110	-0.1	89	108	117	93	118

Continued:
Below each compound: AHR activator	AGP1-GFP MLPCN	Efflux pump mplx	CR mimetic SO	CIT2 TOR yeast	MEP2-GFP yeast	RPL19A TOR yeast	LAP4 TOR yeast
COc1cc(OC)c(N(C)C(=O)c2cn(C)c(=O)c3cc(OC)c(OC)cc23)cc1Cl
    3	91	0.0	102	99	86	93	88
CC(C)CCN(C(=O)Nc1ccc(Cl)cc1)C1CCN(C(C)C)CC1
    6	101	0.0	109	102	102	103	100
Cc1cc(O)c(C=O)c2c1C(=O)Oc1c(CO)c(O)c3c(c1O2)C(O)OC3=O (configuration not stated)
    4	105	-0.2	90	106	112	103	101
O=S(=O)(c1cccc(-c2nc3n(n2)Cc2ccccc2-3)c1)N1CCCCC1
    20	107	0.2	107	110	111	102	102
O=C(O)C1C2C=CC(C2)C1C(=O)Nc1ccc2c(c1)OCCO2 (configuration not stated)
    2	79[may fluoresce violet]	-0.1	106	?	?	87[may fluoresce violet]	?
CCCOc1ccc(CN(C)c2ncnc(N)n2)cc1
    1	94	0.1	90	97	94	96	98

Screening results from PubChem BioAssay.
